# S aureus QS inh: blocks AIP-induced quorum sensing reporter in S. aureus; S. aureus RN6390 RNAIII-GFP reporter, flow cytometry 3 h; inhibition, % at 2 µM; 24,000 compounds, 0.3% hits;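 active = share of bacteria positive for the green fluorescent reporter and its mean brightness both inhibited by 50% or more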;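 also: 0% = AIP-stimulated control and 100% = unstimulated bacteria without AIP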
# S aureus QS inh GFP MFI %: recorded beside S aureus QS inh, whose call it bears; inhibition, %; measured here: inhibition of GFP MFI
# * marks the source's active call; other numbers are inactive results. The list is partial (hit frequency here may not be typical).
nr	SMILES	S aureus QS inh	S aureus QS inh GFP MFI %
1	Cc1ccc(C(=O)Nc2c(C(=O)N3CCOCC3)cnn2-c2ccccc2)cc1	0	5
2	COc1cccc(NC(=O)N[C@@H](Cc2ccccc2)C(=O)O)c1	0	1
3	CCc1ccc(NC(=O)CSc2nc3c(c(=O)n(C)c(=O)n3C)n2C)cc1	6	21
4	O=C(CC(C(=O)N1CCc2ccccc21)n1ccnc1)NCc1cccnc1 (stereo not drawn)	-1	-23
5	Cc1cc(NC(=O)C2CC(c3ccc(F)cc3)=NO2)n(-c2ccccc2)n1 (stereo not drawn)	-5	-12
6	Cn1c(=O)c2sccc2n2c(CCCC(=O)NCc3ccc4c(c3)OCO4)nnc12	-3	-8
7	Cc1ccc(Cn2c(CN3CCOCC3)nc3c2c(=O)[nH]c(=O)n3C)cc1	-1	13
8	CCOC(=O)N1CCN(C(=O)c2ccc3c(c2)sc2nc(-c4ccc(OC)cc4)cn23)CC1	-4	-10
9	COc1ccc(N2C(N)=C(C#N)C(c3cccnc3)C3=C2CC(C)(C)CC3=O)cc1 (stereo not drawn)	-3	-44
10	COc1cccc(CNC(=O)c2cc3oc4ccccc4c3n2C)c1OC	-14	-38
11	CCOC(=O)C1CCCN(C(=O)Cc2ccc(OC)c(OC)c2)C1 (stereo not drawn)	-1	-5
12	CCOC(=O)N1CCC(N2C(=O)c3ccc(C(=O)O)cc3C2=O)CC1	3	11
13	CN(CC(=O)Nc1ccc(Cl)cc1)S(=O)(=O)c1cccc2cccnc12	1	5
14	C/C(=C\C(=O)O)CC(=O)O	0	-12
15	COC(=O)c1ccc(C2C(C(=O)Nc3ccc(C)cc3C)=C(C)Nc3ncnn32)cc1 (stereo not drawn)	0	9
16	Cc1ccc(CNC(=O)CN2CCN(Cc3ccc(C)cc3)C2=O)cc1	4	11
17	CC(C)CCOc1ccc(C(=O)CCNC(C)C(=O)O)cc1 (stereo not drawn)	2	49
18	Cc1ccc(-c2[nH]nc3c2C(c2ccc(OC(=O)N4CCOCC4)cc2)C(C#N)=C(N)O3)cc1 (stereo not drawn)	21	24
19	CCC(C)NC(=O)c1c(-c2cc(Cl)c(OC)c(Cl)c2)noc1C (stereo not drawn)	-1	-2
20	O=S(=O)(c1ccc2ccccc2c1)N(CC(O)CN1CCOCC1)c1ccccc1 (stereo not drawn)	-1	1
21	CC(=O)N1CCc2cc(C(=O)CN3CCN(c4cccc(Cl)c4)CC3)ccc21	-1	-1
22	Cc1ccccc1CS(=O)(=O)Cc1ccc(C(=O)N2CCOCC2)o1	7	11
23	O=C(NCCC1=CCCCC1)C1CCN(c2nnc(-n3cccc3)s2)CC1	1	3
24	COc1ccccc1C(=O)N(Cc1nc(-c2ccc(Cl)cc2)no1)C(C)C	-5	-10
25	Cc1nc2sc(C(c3ccc(F)cc3)N3CCN(C(=O)c4ccco4)CC3)c(O)n2n1 (stereo not drawn)	-1	-18
26	CCC(C)NS(=O)(=O)c1ccc(NC(=O)c2c(-c3ccccc3)noc2C)cc1 (stereo not drawn)	-1	-9
27	CN(C)c1nc(N)nc(/C(C#N)=C/C2CC3C=CC2C3)n1 (stereo not drawn)	-11	-35
28	Cc1cc(NC(=O)c2cccc(N3C(=O)CCC3=O)c2)no1	-2	-4
29	CCOC(=O)N1CCN(c2cc(C)nc3nc(C)nn23)CC1	0	0
30	COc1ccc(C(=O)c2ccc(OC)c(N)c2)cc1N	1	9
31	Cc1ccc(-n2nc3c(c2NC(=O)c2ccc(S(=O)(=O)N4CCOCC4)cc2)CSC3)c(C)c1	-3	-5
32	COc1cccc(-n2nnc3c(=O)n(Cc4ccc(Cl)cc4)cnc32)c1	4	8
33	CC1(C)CC(CCNC(=O)c2ccco2)CC(C)(C)N1	2	-12
34	Cc1oc(-c2cccc(Cl)c2)nc1CN1CCC(C(=O)N2CCN(c3ccccc3F)CC2)CC1	11	20
35	Cc1c(C(=O)OCCOC(C)C)[nH]c2c1C(=O)CC(c1ccco1)C2 (stereo not drawn)	3	15
36	Cc1ccc2nc3ccc(N4CCCC4)nn3c(=O)c2c1	-3	-11
37	COc1cc(C2CC(=O)NC3=C2C(=O)CC(C)(C)C3)cc(OC)c1O (stereo not drawn)	-1	-10
38	COc1ccc(CCn2c(-c3ccco3)nc3nc4ccccc4nc32)cc1	1	35
39	COC(=O)c1ccc2c(=O)n(CCCCCC(=O)N3CCN(c4ccccc4)CC3)c(=O)[nH]c2c1	11	19
40	CC1(C(=O)NC2CCCCCCC2)CCC(=O)N1Cc1cccnc1 (stereo not drawn)	-1	4
41	Cc1ccc(CNC(=O)C2CCCN(S(C)(=O)=O)C2)cc1 (stereo not drawn)	1	10
42	Cc1noc(C(=O)N2CCN(c3ccc(F)cc3)CC2)c1Cl	2	1
43	COc1ccc(CCNC(=O)C2CCN(S(=O)(=O)N3CCCCCC3)CC2)cc1OC	-2	-5
44	O=C(CSc1nnc(-c2ccccc2)o1)Nc1ccccc1F	-2	6
45	Cc1cc(C(=O)COc2cccc3cccnc23)c(C)n1C	0	12

# Along the list, from the results shown.
# Compounds 32 to 42 in S aureus QS inh GFP MFI %: 8, -12, 20, 15, -11, -10, 35, 19, 4, 10, 1
# Compounds 32 to 42 in S aureus QS inh: 4, 2, 11, 3, -3, -1, 1, 11, -1, 1, 2

# Additional entries follow.
nr	SMILES	S aureus QS inh	S aureus QS inh GFP MFI %
46	O=C(CCC1N=C2c3ccccc3N=C(SCc3ccc(Cl)cc3)N2C1=O)NCc1ccco1 (stereo not drawn)	1	-3
47	O=C(C1CCN(c2nnc(-n3cccc3)s2)CC1)N1CCc2ccccc2C1	1	4
48	Clc1ccc(C2CC(c3cccs3)n3ncnc3N2)c(Cl)c1 (stereo not drawn)	2	1
49	Cn1c(Cn2c(=O)sc3ccccc32)nnc1SCC(=O)Nc1ccc(Cl)cc1	0	-3
50	COc1cccc(C2CC(c3cccc(Br)c3)n3ncnc3N2)c1 (stereo not drawn)	-1	-4
51	CCn1cc(C(=O)NCCCOC(C)C)c2cc(OC)c(OC)cc2c1=O	-2	-13
52	O=C(Cn1cnc2c(cnn2-c2ccc(Cl)cc2)c1=O)NCC1CCCO1 (stereo not drawn)	0	-11
53	Cn1c(SCC(N)=O)nnc1C1CCN(S(=O)(=O)c2ccccc2C(F)(F)F)CC1	0	15
54	Cc1nnc(N2C(=O)c3oc4ccccc4c(=O)c3C2c2ccco2)s1 (stereo not drawn)	-4	-11
55	COCCNC(=O)Cn1cc2c(n1)CCCCC2	0	-2
56	CCc1nn(C(C)C(=O)NCCc2ccc(OC)c(OC)c2)c(=O)c2cc3occc3n12 (stereo not drawn)	-2	-14
57	CSc1nnc(Cc2cc(=O)[nH]c(=O)[nH]2)n1-c1cc(C)ccc1C	0	-3
58	CCOC(=O)CN(C(=O)c1ccccc1)c1ccccc1C	-3	-2
59	Cc1ccc(-c2cn3cccnc3n2)cc1NC(=O)c1c(-c2ccccc2Cl)noc1C	5	6
60	CCN(CC)C(=O)C1CCN(CC2CC=CCC2)CC1 (stereo not drawn)	3	43
61	O=C(CSc1nnc(-c2ccc(Cl)s2)o1)N1CCOCC1	-3	-7
62	CCN(CC)S(=O)(=O)c1ccc(S(=O)(=O)N(Cc2ccccn2)Cc2ccco2)cc1	-1	0
63	CC(C)NCC(O)COc1cccc2[nH]ccc12 (stereo not drawn)	0	10
64	CC#CCCCC(=O)Nc1ccccc1C(=O)O	-1	3
65	O=C(NC1CCCCC1)C(c1ccc(Cl)cc1)N(C(=O)c1cnccn1)c1ccc2c(c1)OCO2 (stereo not drawn)	0	-10
66	CCOC(=O)N1CCN(C(=O)CS(=O)(=O)Cc2nc(-c3ccccc3C)oc2C)CC1	-1	-2
67	Cc1nc2ccccc2c2oc(C(=O)NCCN3CCN(C)CC3)cc12	-1	1
68	COc1ccc(N2CCN(CCCNC(=O)C3CCCN(S(=O)(=O)c4cnc[nH]4)C3)CC2)cc1 (stereo not drawn)	-2	-12
69	Cn1c(=O)c2c(-c3ccccc3)n(-n3cnnc3)cc2n(C)c1=O	-1	-9
70	CN1CCN(/C=N/c2sc3c(c2C#N)CCCCC3)CC1	-1	9
71	CCOc1ccc(CCNC(=O)C2CC(=O)N(C3CCCC3)C2)cc1OCC (stereo not drawn)	-5	-13
72	CCOC(=O)Cn1c(S(=O)(=O)Cc2ccccc2)nc2ccccc21	-1	-51
73	Cc1nn(Cc2ccccc2Cl)c(C)c1NC(=O)c1noc2c1CCCCC2	-5	-7
74	CCOc1cc(C2C(C(=O)OC)=C(C)N=C3SC(C)C(=O)N32)ccc1OC(C)=O (stereo not drawn)	3	17
75	Cc1c(-n2c(CN3C(=O)c4ccccc4C3=O)nc3ccccc3c2=O)c(=O)n(-c2ccccc2)n1C	-1	-7

# Nos. 61 through 63 of the list above:
nr	SMILES	S aureus QS inh	S aureus QS inh GFP MFI %
61	O=C(CSc1nnc(-c2ccc(Cl)s2)o1)N1CCOCC1	-3	-7
62	CCN(CC)S(=O)(=O)c1ccc(S(=O)(=O)N(Cc2ccccn2)Cc2ccco2)cc1	-1	0
63	CC(C)NCC(O)COc1cccc2[nH]ccc12 (stereo not drawn)	0	10

# (list continues)
nr	SMILES	S aureus QS inh	S aureus QS inh GFP MFI %
76	CCOc1nc2ccccc2nc1NS(=O)(=O)c1ccccc1	2	16
77	COCCn1c(=S)[nH]c2cc(C(=O)N3CCc4ccccc43)ccc2c1=O	-14	-54
78	CCOc1ccc(C2CC(=O)NC3=C2C(=O)CCC3)cc1Cl (stereo not drawn)	-2	-1
79	COCCCNC(=O)CCCn1c(=O)[nH]c2ccccc2c1=O	-5	-23
80	CCOC(=O)N1CCN(C(=O)c2ccc3c(c2)NC(=O)C(N2CCOCC2)S3)CC1 (stereo not drawn)	-1	-8
81	COC(=O)c1cc(=O)nc2sc(-c3ccccc3)nn12	-1	-3
82	CC1(C2(O)CC(c3ccccc3)ON2)CCCCC1 (stereo not drawn)	-1	0
83	COc1ccc(C/C(N)=N/n2cnnc2)cc1Cl	-1	2
84	O=C(Cn1cnc2ccccc2c1=O)NCCC(=O)Nc1ccc2c(c1)OCCO2	-4	0
85	CCN1CCN(C(=O)C2CCN(Cc3nc(-c4ccc(Cl)cc4)oc3C)CC2)CC1	0	2
86	CSc1ccccc1NC(=O)C1CCCO1 (stereo not drawn)	-1	-13
87	CCCn1c2c(c(O)c(C(=O)NC)c1=O)CCCC2	0	19
88	C=CCSc1nnc(-c2c[nH]c3ccccc23)n1CCOC	1	-4
89	CCCOc1cccc(C2/C(=C(/O)c3ccccc3)C(=O)C(=O)N2CCN(C)C)c1 (stereo not drawn)	0	-6
90	CCC(C)N1C(=O)c2ccccc2C1C(=O)NC1CCCCCC1 (stereo not drawn)	4	12
91	CC(=O)c1coc2c1cc(O)c1ccccc12	-2	-2
92	COc1ccccc1NC(=O)C1=C(C)Nc2nnnn2C1c1ccncc1 (stereo not drawn)	-5	7
93	Cc1n[nH]c(C)c1S(=O)(=O)N(CC(=O)NC1CCCC1)c1ccc(C(C)C)cc1	-4	-21
94	O=C(Nc1cccc(F)c1)N1CC=C(n2c(=O)[nH]c3ccccc32)CC1	0	0
95	COc1ccc(-c2nc3n(n2)C(c2ccncc2)C(C(N)=O)=C(C)N3)cc1 (stereo not drawn)	-1	-6
96	CCOc1ccc(NC(=O)CC2NCCNC2=O)cc1 (stereo not drawn)	0	17
97	CCC(C)(C)n1nnnc1C(c1cc2cc(C)ccc2[nH]c1=O)N1CCCC1 (stereo not drawn)	0	-1
98	Cc1c[n+]([O-])n(-c2ccc(C(=O)O)cc2)n1	-4	-20
99	O=C(O)c1ccc(CNc2ccccc2C(=O)O)cc1	-6	-17
100	O=C(COc1ccc(Cl)cc1)NCc1nnc(SCC(=O)Nc2ccccc2)o1	-3	-2
101	O=C(CCN1CCN(CC(=O)Nc2ccccc2Cl)CC1)Nc1ccccc1F	7	13
102	Cc1c(NC(=O)C23CC4CC(CC(C)(C4)C2)C3)c(=O)n(-c2ccccc2)n1C	0	7
103	COc1cc(NC(=O)CC(C)C)ccc1NC(=O)c1ccco1	-2	-7
104	COC(=O)c1cn(NC(=O)C2CCCO2)c(=O)c2ccccc12 (stereo not drawn)	-2	-4
105	Cc1ccc(-c2noc(CSc3nnnn3C3CCCCC3)n2)cc1	-1	-31

# 6 entries already listed, arranged by their value in S aureus QS inh GFP MFI %, ascending:
nr	SMILES	S aureus QS inh	S aureus QS inh GFP MFI %
105	Cc1ccc(-c2noc(CSc3nnnn3C3CCCCC3)n2)cc1	-1	-31
93	Cc1n[nH]c(C)c1S(=O)(=O)N(CC(=O)NC1CCCC1)c1ccc(C(C)C)cc1	-4	-21
104	COC(=O)c1cn(NC(=O)C2CCCO2)c(=O)c2ccccc12 (stereo not drawn)	-2	-4
94	O=C(Nc1cccc(F)c1)N1CC=C(n2c(=O)[nH]c3ccccc32)CC1	0	0
102	Cc1c(NC(=O)C23CC4CC(CC(C)(C4)C2)C3)c(=O)n(-c2ccccc2)n1C	0	7
101	O=C(CCN1CCN(CC(=O)Nc2ccccc2Cl)CC1)Nc1ccccc1F	7	13

# The listing continues:
nr	SMILES	S aureus QS inh	S aureus QS inh GFP MFI %
106	Cc1nc2sc(C(c3cccc(F)c3)N3CCC(C)CC3)c(O)n2n1 (stereo not drawn)	0	-8
107	CCN(CC)CCNC(=O)Cc1c(C(=O)O)n(C)c2ccccc12	-2	-3
108	O=C(COc1ccc(F)cc1)Nc1ccc(-n2cnnn2)cc1	0	0
109	Cn1c(=O)c2cc(S(=O)(=O)NC(C(=O)Nc3cccnc3)c3ccccc3)ccc2n(C)c1=O (stereo not drawn)	7	28
110	O=C1CCc2cc(S(=O)(=O)N3CCN(c4cccc(C(F)(F)F)c4)CC3)ccc2N1	-4	-35
111	COc1ccc(C2C(C(=O)N3CCN(c4ccccc4)CC3)c3ccccc3C(=O)N2C)cc1 (stereo not drawn)	3	9
112	Cc1ccccc1CS(=O)(=O)Cc1ccc(C(=O)NCc2ccco2)o1	0	10
113	CCC(=O)N1CCc2cc(Br)cc(S(=O)(=O)NCC3CCCN3CC)c21 (stereo not drawn)	-1	0
114	CC(C)N(C(=O)CSc1nnc(NC(=O)C2CCC2)s1)C(C)C	-1	-46
115	CC1CCN(C(=O)CN2C(=O)C(C)(C)Oc3ccc(C(=O)NC4CCCC4)cc32)CC1	-4	-9

# Screening results deposited in PubChem by NMMLSC.
